Screening results from PubChem.
MCF10A rerep: A quantitative high throughput screen for small molecules that induce DNA re-replication in MCF 10a normal breast cells. MCF 10A DNA re-replication, Hoechst nuclear intensity, 48 h. Potency, µM (highest dose often 46.1 µM), for the others: at the highest dose activity, positive = re-replication, actives largely listed as activators. hit rate 2.9% among 350,000. AID 624296, 2012; also: potency is read from the fitted curve at half-maximal effect; % of control where 0% means no effect; nearly all actives have a fitted effect of over 50% in size
ATXN viability: Viability Counterscreen for Primary qHTS for Inhibitors of ATXN expression. AID 651635, 2014. S2 cells (HEK-293 line with an ATXN2-luciferase reporter) viability, CellTiter-Fluor protease fluorescence, 24 h. Potency, µM (titrated, usually from 56.7 µM), hits mostly cytotoxic. hit rate 0.49% among 400,000; also: potency is read from the fitted curve at half-maximal effect; nearly all actives have a fitted effect of over 40% in size
Nrf2 activator: qHTS of Nrf2 Activators; hit rate 0.31% among 410,000; Potency, µM (highest dose often 46.1 µM), for inactives: at the highest dose activation, usual class: activators; AREc32 ARE-luciferase reporter (MCF7-derived line), luminescence, 24 h; also: potency is read from the fitted curve at half-maximal effect; % of control where 0% means no effect; nearly all actives have a fitted effect of over 65% in size
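Cells of the AREc32 ARE-luciferase line are plated in OPTI-MEM containing 5% FBS and left overnight at 37 deg C. Compounds are pinned in, incubation continues 24 hr, and firefly luciferase signal is then measured.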
A549 tox: Nrf2 qHTS screen for inhibitors: counterscreen for cytotoxicity. AID 504648, 2011. A549 ARE-Fluc cells, CellTiter-Fluor viability, 18-24 h. hit rate 0.16% among 390,000. Potency, µM (top dose mostly 46 µM), without a hit: at the top dose activity change, negative = cytotoxicity, usual class: inhibitors; also: potency is read from the fitted curve at half-maximal effect; % is scaled to controls: 0 for no effect and ±100 for the full control effect
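A549 ARE-Fluc cells in 5% FBS OPTI-MEM, 5000 cells/well, rested 2 h then exposed to compounds in concentration-response for 18-24 h at 37 °C. Viability by CellTiter-Fluor fluorescence (Ex 405/Em 525) after 30 min; luciferase luminescence (BugLite, 15 min, RT) read afterwards.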
ATXN2 expr inh: Primary qHTS for Inhibitors of ATXN expression | HEK-293 ATXN2-luciferase reporter, luminescence, 24 h | Potency, µM (series often up to 57 µM), inactives show top-dose activity change, negative = inhibition, actives largely listed as inhibitors | hit rate 0.72% among 360,000 | AID 1745845, 2022; also: potency is read from the fitted curve at half-maximal effect; % is scaled to controls: 0 for no effect and ±100 for the full control effect; nearly all actives have a fitted effect of over 55% in size
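qHTS (up to 57 uM final) was run with 24 h compound exposure of reporter cells at 37 °C. Each well was multiplexed: SteadyGlo luminescence measured ATXN2-luciferase expression after a fluorogenic Gly-Phe-AFC viability readout (25 uM final).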
Nrf2 inh: Nrf2 qHTS screen for inhibitors; A549 ARE-Fluc reporter, luciferase luminescence, 18-24 h; Potency, µM (titrated, usually from 46 µM), inactives show at the top dose activity change, negative = inhibition, hits mostly inhibitors; hit rate 2.1% among 360,000; also: potency is read from the fitted curve at half-maximal effect; % is scaled to controls: 0 for no effect and ±100 for the full control effect; nearly all actives have a fitted effect of over 60% in size
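Reporter: ARE-Fluc in A549. Exposure: 18-24 h, 37 °C, 5% CO2, 5% FBS OPTI-MEM. Readouts: fluorescent cytotoxicity (CellTiter-Fluor), then luminescent Nrf2 signal after BugLite.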
TGFb SMAD3 inh: qHTS for Inhibitors of TGF-b | HepG2 CAGA-GFP TGF-b/SMAD3 reporter, GFP fluorescence, 18 h; TGF-beta stimulated, 500 pg/mL final | Potency, µM (titrated, usually from 46.1 µM), for inactives: at the highest dose activity, negative = inhibition, actives largely listed as inhibitors | hit rate 1.2% among 410,000 | AID 588855, 2011; also: potency is read from the fitted curve at half-maximal effect; % is scaled to controls: 0 for no effect and ±100 for the full control effect; nearly all actives have a fitted effect of over 65% in size
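Read-out: total well GFP (ex488/em500-530) summed from mean per-cell fluorescence. Cells: HEPG2 CAGA-GFP, 1% FBS DMEM, 18 h at 37 degrees C with 500 pg/mL final TGF-beta. Unstimulated wells served as the full-inhibition control; stimulated DMSO wells = 0%.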
HepG2 tox: qHTS for Inhibitors of TGF-b: Cytotox Counterscreen | Potency, µM (titrated, usually from 46.1 µM), for inactives: at the highest dose activity change, negative = cytotoxicity, hits mostly cytotoxic | AID 588856, 2011 | HepG2 CAGA-GFP viability, ATP luminescence, 18 h | hit rate 0.76% among 410,000; also: potency is read from the fitted curve at half-maximal effect; some results filed as inactive show a strong effect at the top dose
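HepG2 CAGA-GFP cells (1000/well, DMEM with 1% FBS) received compound, then TGF-beta at 500 pg/mL final, and were incubated 18 hours at 37 degrees C. Viability was read by CellTiter-Glo luminescence. Media-only wells were set as complete cell-killing and DMSO as no toxicity.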
IL-1B inflam inh: qHTS for Inhibitors of Inflammasome Signaling: IL-1-beta AlphaLISA Primary Screen; THP-1 LPS/ATP IL-1B secretion, AlphaLISA, 16 h; stronger effect = lower value; hit rate 4.7% among 360,000; activity change, % at 57.5 µM; AID 743279, 2014; in the data active = activity change below about -50%; inconclusive = mostly about -30% to -49%; also: % is scaled to controls: 0 for no effect and ±100 for the full control effect
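Secreted IL-1B measured by AlphaLISA bead assay after 16 h compound exposure of THP-1 cells; compounds (final up to 57.5 uM) added 1 h before LPS (250 ng/mL) and ATP (1.25 mM) stimulation; lower signal means less secretion.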
Active calls of the source: *; i = inactive; ? = inconclusive; · = no result given; & = joins results of further samples; [ ] = dose if it differs, or a comment. Unless noted, calls follow the shape of the dose curve; as a rule, active = well fitted curve in the direction sought with a large enough effect; inconclusive = small, poorly fitted or top-dose-only effect, or another doubt; inactive = no such curve, though single readings can be large; an effect the other way counts as inactive or inconclusive.

#1 O=C1[C@H]2[C@H](C=CC[C@H]2C(=O)N2CCN(c3ccccc3)CC2)CCN1Cc1ccccc1
#2 COc1ccc(OC)c(C2C3=C(CC(C)(C)CC3=O)Nc3nnnn32)c1 (stereo unspecified)
#3 CCOc1ccc(C=Nc2cccc3ncccc23)cc1
#4 CCCn1c(SCC(=O)N2c3ccccc3Sc3ccccc32)nc2ccccc21
#5 Cc1cc(C)cc(NC(=O)CCN2CCCC2)c1
#6 C[C@@H]1CN([C@H](C)CO)C(=O)CCCn2cc(nn2)CO[C@H]1CN(C)C(=O)c1cc(-c2ccccc2)on1
#7 COc1ccccc1N1C(=O)C2C(c3ccccc3F)NN(C(=O)c3ccc(C)cc3)C2C1=O (stereo unspecified)
#8 O=C(Nc1ccc(C(=O)N2CCOCC2)cc1)c1cc(-c2cccnc2)nc2ccc(Cl)cc12
assay / entry	1	2	3	4	5	6	7	8
MCF10A rerep	-1%	-2%	-3%	?	9%	·	-7%	?
ATXN viability	i	i	i	i	i	i	i	i
Nrf2 activator	-0.7%	-0.1%	2.1%	-1.0%	3.7%	1.7%	-0.1%	4.4%
A549 tox	-8%	-3%	-2%	-2%	0%	·	17%	5%
ATXN2 expr inh	0%	5%	·	-23%	·	3%	15%	-15%
Nrf2 inh	-2%	5%	-6%	-1%	0%	·	12%	25%
TGFb SMAD3 inh	-11%&-15%	-1%	3%	-26%	15%	-4%	6%	-8%
HepG2 tox	-9%&-21%	15%	22%	-19%	12%	-11%	-16%	-9%
IL-1B inflam inh	2	10	20	-20	-18	-21	-24	?

#9 COc1cc(OC)cc(C(=O)NCC(=O)OCC(=O)NC(C)(C)C)c1
#10 CCCC(=O)NC(=S)Nc1cccc(NC(=O)c2ccccc2Cl)c1
#11 COc1ccccc1NS(=O)(=O)c1cccc(NC(=O)c2sc3ccccc3c2Cl)c1
#12 COc1cc(OC)cc(C(=O)NC2CCSc3ccccc32)c1 (stereo unspecified)
#13 O=C(CSC1=NS(=O)(=O)c2cc(F)ccc2N1)Nc1cccc(F)c1
#14 O=C(Nc1cc(C(F)(F)F)ccc1N1CCOCC1)c1ccncc1
#15 CCc1nc2c(OCc3ccc(C(F)(F)F)cc3)cccn2c1N(C)C(=O)C1CC1
#16 CC(C)CCNc1nc2c(S(=O)(=O)c3ccc(Br)cc3)nnn2c2ccsc12
assay / entry	9	10	11	12	13	14	15	16
MCF10A rerep	12%	6%	7%	1%	4%	12%	·	·
ATXN viability	i	i	i	i	i	i	i	·
Nrf2 activator	-0.4%	2.9%	0.1%	0.3%	-0.7%	-0.6%	4.9%	0.2%
A549 tox	7%	15%	-23%	6%	0%	2%	·	-2%
ATXN2 expr inh	-5%	-8%	-16%	-5%	4%	·	-5%	·
Nrf2 inh	-1%	4%	9.2µM*	-18%	1%	16%	·	1%
TGFb SMAD3 inh	-18%	?	0%	-2%	-30%	4%	?	12%
HepG2 tox	-9%	4%	-9%	-14%	1%	-21%	-35%	-2%
IL-1B inflam inh	0	-26	-11	-5	8	3	-25	·

Full records as entered above. Order of screens: MCF10A rerep | ATXN viability | Nrf2 activator | A549 tox | ATXN2 expr inh | Nrf2 inh | TGFb SMAD3 inh | HepG2 tox | IL-1B inflam inh
CCc1nc2c(OCc3ccc(C(F)(F)F)cc3)cccn2c1N(C)C(=O)C1CC1 is entered as · | i | 4.9% | · | -5% | · | ? | -35% | -25
COc1cc(OC)cc(C(=O)NC2CCSc3ccccc32)c1 (stereo unspecified) is entered as 1% | i | 0.3% | 6% | -5% | -18% | -2% | -14% | -5

Later entries:
#17 O=C(NCc1ccco1)Nc1ccccc1Cl
#18 COc1ccc(NC(C)=O)c2nc(C)c(C)nc12
#19 CC1=C(C(=O)OC(C)C)C(c2ccccc2)NC(=O)N1C (stereo unspecified)
#20 O=[N+]([O-])c1cccc(-c2cn3ccccc3n2)c1
#21 CN(C)c1cccc(C(=O)OCC(=O)NCc2ccco2)c1
#22 O=C(Nc1nc(-c2ccco2)c(-c2ccco2)s1)C1CCC1
#23 CCc1cccc(NC(=S)N2CCC(c3ccccc3)C2)c1 (stereo unspecified)
#24 COC(=O)CCC(=O)Nc1ccc(S(=O)(=O)Nc2cc(OC)nc(OC)n2)cc1
assay / entry	17	18	19	20	21	22	23	24
MCF10A rerep	?	1%	2%	3%	-3%	?	-11%	-1%
ATXN viability	i	i	i	i	i	?	i	i
Nrf2 activator	29%	-0.6%	-0.8%	?	3.7%	?	0.2%	-0.3%
A549 tox	7%	-5%	-1%	-3%	15%	-14%	-16%	-1%
ATXN2 expr inh	18%	4%	·	-14%	5%	8%	-7%	6%
Nrf2 inh	55%	0%	-8%	?	25%	-15%	?	12%
TGFb SMAD3 inh	0%	0%	2%	-3%	4%	4%	-27%	0%
HepG2 tox	1%	-4%	-31%	-13%	6%	-23%	16µM*	5%
IL-1B inflam inh	?	12	27	-7	5	?	-1	10

#25 Cc1noc(C)c1C(=O)N1CCCC(C(=O)c2ccc(Cl)cc2)C1 (stereo unspecified)
#26 Cc1cc(-c2nc(C)c(C(=O)NNS(=O)(=O)c3ccccc3)s2)no1
#27 Cn1ccc2c(N3CCCCC3)cc3c(c21)C1CCC3O1 (stereo unspecified)
#28 COC(=O)c1ccc(CN(c2ccc(OC)cc2)S(=O)(=O)c2ccccc2)cc1
#29 Cc1cc(NC(=O)CSc2nnc(-c3c[nH]c4ccccc34)n2-c2ccc(F)cc2)no1
#30 O=C(Nc1cc(Cl)ccc1-n1cncn1)c1cccs1
#31 O=C(COc1ccc(S(=O)(=O)N2CCOCC2)cc1Cl)NCCN1CCOCC1
#32 CC(Nc1nc(-c2cccc(Br)c2)cs1)c1nc2cc(Cl)c(N3CCCCC3)cc2n1CCOCCO (stereo unspecified)
assay / entry	25	26	27	28	29	30	31	32
MCF10A rerep	9%	6%	·	1%	?	6%	-17%	?
ATXN viability	i	?	?	i	i	i	i	?
Nrf2 activator	0.3%	0.1%	-1.4%	1.8%	-1.1%	3.1%	2.1%	-2.1%
A549 tox	2%	-5%	·	-10%	-10%	3%	2%	-13%
ATXN2 expr inh	-3%	-7%	-5%	-5%	-14%	-14%	6%	-19%
Nrf2 inh	-1%	3%	·	0%	-1%	7%	-8%	?
TGFb SMAD3 inh	3%	-1%	-2%	12%	2%	6%	-21%	?
HepG2 tox	-5%	7%	-3%	12%	0%	19%	2%	-13%
IL-1B inflam inh	-4	0	-1	-10	19	-5	9	-55*

#33 CCn1ccnc1CN(C)C(=O)c1ccc(OC2CCN(CCc3ccccc3)CC2)cc1
#34 COc1ccc(CNC(=O)CN(c2ccc(C)cc2)S(=O)(=O)c2c(C)n[nH]c2C)cc1
#35 OC(CNCCC(c1ccccc1)c1ccccc1)COc1ccccc1 (stereo unspecified)
#36 CCOC(=O)C1CCN(Cc2ccc(OC)c(OCc3ccccc3)c2)CC1
#37 COc1ccc2c(c1)CO[C@@]21O[C@H](CCO)C[C@H](O)[C@H]1O
#38 CN1CCC(OC(=O)COc2ccc(C(C)(C)C)cc2)CC1
#39 O=C(CNc1ccc(F)cc1F)NC(=O)NCc1ccco1
#40 CCOc1ccc(C2C(C(N)=O)=C(C)Nc3nc(SCc4ccccc4F)nn32)cc1 (stereo unspecified)
assay / entry	33	34	35	36	37	38	39	40
MCF10A rerep	?	·	?	?	·	18%	-14%	·
ATXN viability	i	i	?	i	i	i	i	i
Nrf2 activator	1.7%	0.3%	0.1%	0.6%	0.1%	-0.1%	11%	-0.2%
A549 tox	-1%	-3%	4%	15%	·	-3%	-3%	-1%
ATXN2 expr inh	-23%	7%	?	-24%	6%	-1%	-8%	2%
Nrf2 inh	0%	?	6%	1%	·	0%	-5%	-9%[9.27 µM]
TGFb SMAD3 inh	-7%	?	?	1%	0%	-20%	-9%	-15%
HepG2 tox	0%	-23%	-109%	-14%	-6%	-3%	-2%	-1%
IL-1B inflam inh	-16	·	-105*	5	-19	11	-14	·

#41 CCOc1ccccc1NC(=S)N1CCN(c2ccccc2F)CC1
#42 COc1ccc(C2C3=C(CCCC3=O)Nc3nc(-c4cc(OC)c(OC)c(OC)c4)nn32)cc1OC (stereo unspecified)
#43 O=C(c1sc2cc(F)ccc2c1Cl)N1CCN(c2ccccc2)CC1
#44 COc1ccc(N(Cc2cc3cccc(C)c3[nH]c2=O)S(C)(=O)=O)cc1
#45 Cc1[nH][nH]c(=O)c1C(c1ccc(F)cc1)c1c(C)[nH][nH]c1=O
#46 Cc1ccccc1/C=C/C(=O)c1ccc([N+](=O)[O-])o1
#47 CCOc1ccc(N2CC(C(=O)Nc3cc(S(=O)(=O)N4CCCCC4)ccc3C)CC2=O)cc1 (stereo unspecified)
assay / entry	41	42	43	44	45	46	47
MCF10A rerep	10%	6%	5%	0%	18%	?	12%
ATXN viability	i	i	i	i	i	13µM*	i
Nrf2 activator	0.0%	5.8%	-1.2%	3.4%	0.2%	?	2.4%
A549 tox	4%	13%	0%	-2%	-7%	-17%	-8%
ATXN2 expr inh	-18%	12%	-36%	-12%	·	13µM*	-9%
Nrf2 inh	-28%	-7%	0%	-39%	-5%	?	-23%
TGFb SMAD3 inh	0%	4%	0%	-26%	?	3.2µM*	?
HepG2 tox	-5%	-1%	0%	-17%	-34%	-113%	-2%
IL-1B inflam inh	-8	-8	-60*	7	-13	0	-2
